From PubChem
P. falciparum M1AAP = P. falciparum M1AAP inhibitors, biochemical, fluorogenic H-Leu-NHMec substrate, 1536-well (AID 1445); recombinant M1AAP, H-Leu-NHMec fluorogenic kinetic assay; higher % means a stronger effect; one-dose inhibition, % at 30 µM; IC50 in µM for titrated hits; 0.42% of 220,000 active;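 active = primary inhibition above the hit cutoff, then over 50% inhibition at one or more dose response concentrations, cut at about 23% in these data, passing the limit was not always enough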;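 also: plate controls were DMSO full reaction for no effect and no enzyme background for full effect; strong numbers were not always called active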
Autophagy HCS = modulators of autophagy | MEF GFP-LC3 puncta imaging; test concentration mostly 10 µM | calls only at 10 µM (by protocol) | 0.98% of 190,000 active | AID 463193;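 active = percentage of spot-positive cells more than 3 SD above its plate mean, without a fluorescence outlier flag or 80% toxicity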;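 also: spot-positive cell cutoff set from DMSO-treated cells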
MT stabilizer = microtubule stabilizers in HeLa cells | HeLa tubulin immunostaining HCS, 24 h; share of cells brighter than vehicle mean+2SD | % tubulin-high responders, % at 10 µM | 0.83% of 200,000 active;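 active = plate Z-score above 3 for both tubulin-high and condensed-nucleus cell shares, with cell loss under 80%, at 10 µM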;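 also: anti alpha tubulin signal scored within the nucleus-defined area of each cell; some results filed as inactive read as strong as hits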
Dynein cargo inh = dynein cargo transport inhibition. 3617.4 mouse cells, GR-EGFP nuclear translocation imaging; test concentration mostly 20 µM; stimulated with dexamethasone, 1 µM; stronger effect = lower value. z-score, hits read low. 0.47% of 220,000 active. AID 1381;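 active = plate z-score of nuclear minus cytoplasmic receptor signal below a set negative limit, without overly bright fluorescence or cell loss, cut at about -3.5 in these data, passing the limit was not always enough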;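 also: z-score of nuclear minus cytoplasmic ring GR-EGFP intensity difference per well; some compounds called inactive have numbers as strong as hits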
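Buffer or medium: tet-free, stripped-serum medium; reagent: dexamethasone at 1.0 µM final, 30 min; incubation: 48 h induction, 1 h compound, 30 min dex at 37 °C; measured by: formaldehyde fixation, Hoechst nuclear stain, 10x automated fluorescence imaging; read-out: nuclear-to-cytoplasmic GR-EGFP distribution per well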
Ins promoter up = MIN6 insulin promoter up-regulation; MIN6 insulin promoter-GFP reporter, high-content imaging; stronger effect = higher value; z-score at 5 µM; 0.3% of 190,000 active;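 active = z-score above 3 at 5 µM with at least 500 cells counted in the well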
P. falciparum M17LAP = P. falciparum M17LAP inhibitors, primary screen, biochemical, fluorogenic H-Leu-NHMec substrate, 1536-well (AID 1619) | inhibition, % at 30 µM, or IC50 in µM where a hit was titrated | 0.38% of 220,000 active | recombinant M17LAP, H-Leu-NHMec fluorogenic kinetic assay; higher % means a stronger effect;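 active = compound inhibiting the enzyme by more than half at any dose during confirmatory dose-response retesting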;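 also: plate controls were full reaction with DMSO carrier for no effect and no enzyme background for full effect; strong numbers were not always called active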
Hep lipid drop = modulators of hepatic lipid droplet formation | 0.4% of 240,000 active | inhibition, % at 6.5 µM | AML12 mouse hepatocytes, oleate lipid droplets, BODIPY imaging;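 active = lipid droplet intensity inhibited by at least 50%, with more than 500 cells counted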
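Technique: fluorescence imaging, 20x objective, two fields per well / Assay system: AML12 hepatocytes (mouse) / Measure: % inhibition of lipid droplet signal / Doses: 6.5 µM single-point dosing / Incubation: overnight exposure / Reagent: 100 µM oleic acid challenge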
CSM14.1 death rescue = rescue of cells from ER stress-induced death, primary screen, 384-well, CSM14.1, thapsigargin, ATP luminescence (AID 1222); CSM14.1 thapsigargin-induced death rescue, ATP luminescence; higher % means a stronger effect; cellular ATP content (survival), % at 20 µM, or EC50 in µM where a hit was titrated; 190,000 tested, under 10 active;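 active = EC50 below 50 µM in the dose-response confirmation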;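 also: death triggered by thapsigargin at about 15 µM added after 2 h compound pretreatment; cell ATP read after overnight thapsigargin exposure of roughly 18 to 22 hours; normalized against plate controls of thapsigargin alone and 5% DMSO vehicle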
Yfh1-off respiration = mitochondrial function rescue without frataxin homolog – Friedreich's ataxia, plus single-dose screen, dose response (AID 1465); S. cerevisiae Yfh1-off respiration, WST-1 reduction, 72 h; higher fold induction means a stronger effect; one-dose fold induction at 50 µM; EC50 in µM for titrated hits; 0.074% of 220,000 active;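 active = fold induction of absorbance versus untreated yeast above a set limit, then at least 30% activation at any dose in follow-up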;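 also: activators that raise dye reduction in frataxin-depleted yeast; strong numbers were not always called active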
Dynein cargo inh cytoplasmic EGFP = further read-out of Dynein cargo inh, marked with its call; z-score; measured here: cytoplasmic GR-EGFP intensity; stronger effect = higher value
Dynein cargo inh nuclear GR-EGFP = also measured in Dynein cargo inh; calls as there; z-score; measured here: nuclear GR-EGFP intensity;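 lower value marks the stronger effect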
Dynein cargo inh cell count = recorded beside Dynein cargo inh, whose call it bears; z-score; measured here: cell count per field
Ins promoter up cell count = also measured in Ins promoter up; calls as there; cell count; measured here: cytotoxicity, nuclei count;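 total cells summed across four imaged fields per well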
Hep lipid drop cells 6.5 µM = further read-out of Hep lipid drop, marked with its call; cell count; measured here: cell count, cytotoxicity flag;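 cells counted across two imaged fields per well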
MT stabilizer Hoechst-high % = also measured in MT stabilizer; calls as there; % Hoechst-high responders; measured here: nuclear condensation Hoechst responders;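 share of cells brighter than vehicle mean plus two SD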
MT stabilizer cytotoxicity % = further read-out of MT stabilizer, marked with its call; toxicity, %; measured here: cytotoxicity by cell density;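 0% = mean cell density of plate MIN control wells and 100% = no cells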
Autophagy HCS cell loss 18 h = further read-out of Autophagy HCS, marked with its call; toxicity, %; measured here: cell loss, nuclei count;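 cell loss after 18 h compound exposure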
* = called active by the depositor; i = inactive; x = no result given.

SMILES	P. falciparum M1AAP	Autophagy HCS	Autophagy HCS cell loss 18 h	MT stabilizer	MT stabilizer Hoechst-high %	MT stabilizer cytotoxicity %	Dynein cargo inh	Dynein cargo inh cytoplasmic EGFP	Dynein cargo inh nuclear GR-EGFP	Dynein cargo inh cell count	Ins promoter up	Ins promoter up cell count	P. falciparum M17LAP	Hep lipid drop	Hep lipid drop cells 6.5 µM	CSM14.1 death rescue	Yfh1-off respiration
O=C(NC1CCCC1)C(c1ccncc1)N(C(=O)Cc1cccs1)c1ccccc1 (centres undefined)	4%	i	-16	1.4	1.4	2.8	-0.22	-0.11	0.13	-0.49	0.77	1531	-3%	2	722	-0.5%	i
CN(C(=O)Cc1c[nH]c2ccccc12)C(C(=O)Nc1ccc2c(c1)OCO2)c1ccccc1 (centres undefined)	5%	i	13	3.2	2.0	3.5	-0.33	-0.13	-0.4	-0.22	-1.2	1340	-5%	-4	609	-8.7%	i
CCC/C(=N/NC(=O)c1ccc2c(c1)OCO2)c1cccs1	15%	i	4	2.0	4.3	7.8	-0.08	-0.34	-0.26	0.34	0.85	1263	10%	14	773	-5.2%	i
CCOC(=O)c1c(-c2ccc(F)cc2)csc1NC(=O)CCN1C(=O)c2ccccc2C1=O	6%	i	-9	2.2	2.8	11	0.42	-0.28	0.017	0.16	-0.68	1577	0%	-4	621	8.1%	i
COC(=O)c1cc2ccsc2n1Cc1nc(-c2ccc(Cl)cc2)oc1C	-2%	i	7	1.8	4.7	3.6	-0.29	-0.21	-0.062	0.24	0.72	964	-7%	x	x	-0.1%	i
COC(=O)COc1ccc2c(=O)c(Oc3ccccc3)c(C)oc2c1	-4%	i	-5	2.7	2.7	9.1	0.44	-0.19	0.5	0.057	1.6	1222	1%	-8	793	1.2%	i
O=C1c2ccncc2C(=O)N1CNc1ccc(Cl)cc1	-1%	i	1	2.6	3.4	3.9	0.52	-0.13	0.21	0.2	0.06	1168	4%	-7	688	-0.8%	i
CCCOc1cccc(C(=O)O)c1	3%	i	-2	3.0	2.9	8.6	0.69	-0.2	0.43	-0.094	0.48	1321	6%	-2	794	-2.0%	i
CC(C)OCCCNC(=O)c1cc(Sc2ccc(F)cc2)nc2ccccc12	1%	i	-9	1.2	1.8	6.5	0.011	-0.23	0.24	-0.69	-0.18	1396	-24%	2	728	-1.2%	i
COc1ccc(Oc2nc(Oc3ccc(OC)cc3)nc(Oc3ccc(OC)cc3)n2)cc1	7%	i	3	1.7	2.5	17	1.2	-0.0015	1.4	-0.3	0.34	1372	7%	4	637	x	i
Cc1ccc(NC(=O)c2cccc(N3C(=O)C4C5CCC(C5)C4C3=O)c2)c(C)c1 (centres undefined)	3%	i	-1	3.2	2.4	6.5	0.73	-0.16	0.66	-0.55	2	1362	3%	2	588	-1.7%	i
Cc1cccc(NC(=O)Cn2nc(C(F)(F)F)cc2C2CC2)c1	0%	i	-1	2.6	1.9	5.0	-0.35	0.12	0.18	-0.17	0.48	847	-13%	9	907	5.1%	i
CCC(C(=O)Nc1nccs1)c1ccccc1 (centres undefined)	6%	i	1	2.7	1.4	1.9	0.32	-0.23	0.43	0.2	0.89	1142	-4%	x	x	-3.1%	i
Cc1cc(C)cc(OCC(=O)O/N=C(\N)c2ccccn2)c1	-1%	i	2	0.6	1.3	24	-0.17	-0.42	-0.12	-0.033	0.01	773	-3%	-3	789	-1.7%	i
Cc1nc2ncccn2c1-c1csc(Nc2ccccc2)n1	7%	i	12	19*	31*	42*	1.2	-0.21	0.84	-1.1	-0.14	1101	7%	12	666	-1.8%	i
CCOC(=O)Cn1c(=O)oc2cc(S(=O)(=O)N3CCc4ccccc43)ccc21	10%	i	-10	8.8	2.2	6.1	-0.77	-0.16	-0.42	0.21	0.35	901	-2%	x	x	1.1%	i
COc1ccc2c(Cl)c(C(=O)NN3CCN(C)CC3)sc2c1	-1%	i	3	1.3	1.6	6.6	0.32	-0.29	0.87	-0.7	0.96	1513	-2%	-90	414	-0.9%	i
COc1ccccc1/C=C/C(=O)NCC(=O)N/N=C(\CCC(=O)O)c1ccccc1	3%	i	0	3.8	2.4	6.6	-0.48	-0.18	-0.2	-0.036	-0.6	1653	23%	-16	688	-0.4%	i
O=C(C1=C[C@@H]2[C@H]3C(=O)N(c4ccccc4Cl)C(=O)[C@H]3[C@@H](C(=O)c3ccc(Cl)cc3)N2C=C1)c1ccccc1	4%	i	-6	3.9	3.0	12	-1.3	0.52	-0.65	0.72	0.13	1297	8%	20	661	-2.3%	i
O=C(CCSCCC(=O)Nc1ccccc1F)Nc1ccccc1F	-1%	i	4	3.2	1.9	3.6	-0.049	-0.24	-0.27	-0.37	0.27	1274	5%	-1	637	-0.8%	i
CN(C)c1ccc(C2C3CCCc4ccccc4C3=NN2C)cc1 (centres undefined)	5%	x	x	x	x	x	0.014	0.85	0.15	0.69	-0.35	1507	1%	4	699	x	i
CN(CCC1CCOCC1)Cc1cn[nH]c1-c1ccc(-c2ccccc2)cc1	2%	i	2	2.4	1.1	1.6	-0.29	-0.32	-0.083	0.82	-0.64	1387	-4%	-1	542	-2.1%	i
OC(COCc1ccc2c(c1)OCO2)CN1CCCCC1 (centres undefined)	1%	i	0	2.3	1.0	2.6	-0.019	-0.23	-0.33	1	0.38	1203	8%	1	688	-1.6%	i
COc1ccccc1NC(=O)CSc1nncn1-c1cccnc1	6%	i	-5	1.9	2.3	1.8	-0.89	-0.26	-0.67	1.3	0.57	1178	-5%	2	732	0.3%	i
CC1=C/C(=N\N=C2\NC(=O)C(CC(=O)Nc3ccccc3)S2)CC(C)(C)C1 (centres undefined)	2%	i	4	2.5	3.4	5.5	0.093	-0.14	0.33	-0.098	0.21	1390	1%	6	664	-0.9%	i

Brought forward from above: three entries, then new ones.
SMILES	P. falciparum M1AAP	Autophagy HCS	Autophagy HCS cell loss 18 h	MT stabilizer	MT stabilizer Hoechst-high %	MT stabilizer cytotoxicity %	Dynein cargo inh	Dynein cargo inh cytoplasmic EGFP	Dynein cargo inh nuclear GR-EGFP	Dynein cargo inh cell count	Ins promoter up	Ins promoter up cell count	P. falciparum M17LAP	Hep lipid drop	Hep lipid drop cells 6.5 µM	CSM14.1 death rescue	Yfh1-off respiration
OC(COCc1ccc2c(c1)OCO2)CN1CCCCC1 (centres undefined)	1%	i	0	2.3	1.0	2.6	-0.019	-0.23	-0.33	1	0.38	1203	8%	1	688	-1.6%	i
COc1ccccc1NC(=O)CSc1nncn1-c1cccnc1	6%	i	-5	1.9	2.3	1.8	-0.89	-0.26	-0.67	1.3	0.57	1178	-5%	2	732	0.3%	i
CC1=C/C(=N\N=C2\NC(=O)C(CC(=O)Nc3ccccc3)S2)CC(C)(C)C1 (centres undefined)	2%	i	4	2.5	3.4	5.5	0.093	-0.14	0.33	-0.098	0.21	1390	1%	6	664	-0.9%	i
CCc1nnc(NC(=O)c2ccc(S(=O)(=O)N3CCCCC3C)cc2)s1 (centres undefined)	13%	i	3	5.5	4.0	0.2	-0.46	-0.34	-0.15	-0.042	0.34	1038	6%	x	x	-1.3%	i
CCOC(=O)c1c(C)[nH]c(C(=O)CN2C(=O)NC3(CCCC3)C2=O)c1C	7%	x	x	x	x	x	0.29	-0.28	-0.14	-0.22	0.42	1376	1%	-1	728	x	i
Cc1onc(-c2ccccc2Cl)c1C(=O)O/N=C(\N)c1ccc([N+](=O)[O-])o1	10%	x	x	x	x	x	-0.27	-0.1	-0.13	-0.59	-0.4	1334	7%	2	676	x	i
COc1ccc(CNC(=O)C2C3C=CC4(CN(Cc5cccnc5)C(=O)C24)O3)cc1 (centres undefined)	3%	i	-23	0.9	1.1	5.2	1.1	0.36	1.2	-0.55	-0.51	896	8%	x	x	-1.1%	i
O=c1[nH]c(N/N=C\c2ccc(F)cc2)nc2ccccc12	5%	i	-12	3.2	1.2	4.0	-0.64	-0.32	-0.17	0.2	-1.6	1433	-20%	2	686	-2.5%	i
Cc1cc(C(=O)OCC(=O)N2CCN(C(=O)c3ccco3)CC2)c(C)n1-c1ccc(F)cc1	1%	i	10	4.5	1.5	4.3	-0.046	-0.22	0.27	0.28	x	x	-3%	x	x	0.7%	i
CCc1cccc(OCCCCNCCOC)c1	0%	i	8	1.5	1.4	7.2	0.77	-0.22	0.044	-0.085	-0.08	1238	5%	x	x	-1.3%	i
O=[N+]([O-])c1cc(/C=N/N2CCN(C3c4ccccc4-c4ccccc43)CC2)ccc1Cl	2%	i	10	2.3	1.6	6.5	0.58	-0.2	0.11	0.038	-0.37	1501	-2%	x	x	0.3%	i
COc1cccc(CNC(=O)CC2C(=O)NCCN2Cc2ccoc2)c1OC (centres undefined)	5%	i	-2	1.5	2.5	6.6	-0.15	0.22	-0.15	0.78	-0.17	1484	0%	9	674	-1.4%	i
Cc1nc2nc(C)c(CCC(=O)N3CCOCC3)c(C)n2n1	2%	i	3	4.4	2.8	7.8	-0.42	-0.24	-0.0069	0.24	-0.75	1513	-2%	x	x	-0.8%	i
CCc1ccccc1NC1=NCC(=O)N1C1CCCC1	3%	i	-12	2.2	1.2	3.2	0.74	-0.27	-0.17	0.048	-0.91	1460	-11%	6	605	-0.3%	i
COc1ccc(C2=NOC(C(=O)NCc3ccc(F)cc3)C2)cc1 (centres undefined)	-4%	i	31	6.3	3.1	0.2	-1.1	-0.31	-0.49	0.14	1.4	1147	-1%	x	x	-1.4%	x
